# PKA-R2B act: activators of PKA-R2B holoenzyme, primary screen, biochemical, fluorescence polarization, Cy5-IP20, human; cAMP-dependent protein kinase catalytic subunit beta (Homo sapiens) + cAMP-dependent …; PKA-R2B holoenzyme dissociation; R2B truncated from residue 108, S112A mutant; 0% DMSO only, 100% 113 µM cGMP; activation, % at 11.4 µM; actives 0.079% (n = 340,000);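 active = activation above a cutoff set at the mean over all compounds plus 3 SD, cut at about 18% in these data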;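 also: higher means more holoenzyme dissociation and a rise in polarization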
# SUMO Mot1 rescue: yeast Mot1-301 growth rescue at high temperature, primary screen, SUMOylation pathway inhibitor project, S. cerevisiae, ATP luminescence, 38.5C | actives 1% (n = 320,000) | S. cerevisiae Mot1-301 growth rescue; percent above DMSO median, 100 means doubled | growth rescue, % at 18.8 µM;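 active = every valid replicate shows activation above 250% relative to neutral control wells; inactive = the rest, any valid replicate at or below 250%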;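 also: OY570 slx delta 5 strain wells were the positive control but not used for scaling; some compounds called inactive have numbers as strong as hits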
# CDK5 inh: inhibitors of human CDK5/p35 kinase, primary screen, biochemical, single concentration. Recombinant CDK5/p35, ADP-Glo luminescence, 60 min. inhibition, % at 10 µM. actives 0.01% (n = 330,000);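 active = highest replicate inhibition of at least 50% and at least 75% of replicates reaching 50%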;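 also: plate controls were DMSO neutral control for no effect and GW8510 at 10 µM for full effect; many of its hits are not listed in these tables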
# phage Ecoli inh: growth loss of phage-infected E. coli, primary screen, RecBCD inhibitor project, absorbance, with phage, HTS | inhibition, % at 11.9 µM | actives 0.26% (n = 360,000) | AID 651602, 2012; in the data active = inhibition above about 11%
# Tat transport: E. coli Tat export inhibitors, primary screen, MC4100, TorA-mCherry reporter, fluorescence, single point. actives 0.036% (n = 340,000). inhibition, % at 10 µM;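 active = mean replicate inhibition at least 50% and at least half of replicates individually reaching 50%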;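 also: exported cargo escapes ClpAP degradation while cytoplasmic cargo is degraded and loses fluorescence; 0% = median of neutral control wells and 100% = median of NaSCN control wells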
# E coli growth: E. coli V3065 growth inhibition, primary screen, counter-screen for AddAB inhibitor project, absorbance, OD600; 18 h; inhibition, % at 11.9 µM; actives 0.27% (n = 330,000); AID 449728, 2010;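 active = inhibition above the campaign's mean inhibition across all tested compounds plus 3 SD, cut at about 9.9% in these data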;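 also: uninfected addAB+ strain grown without phage in ampicillin broth; 0% = DMSO wells and 100% = ciprofloxacin 0.95 µg/ml wells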
# AddAB inh: growth inhibition of E. coli expressing H. pylori AddAB, primary screen, AddAB inhibitor project, absorbance | inhibition, % at 11.9 µM | actives 0.29% (n = 330,000) | AID 435030, 2010; in the data active = inhibition above about 12%;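 also: 0% = vehicle wells of infected cells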
# HTR5A ag: HTR5A agonists in luminescence cell assay, primary screen, counter-screen for OPRM1-OPRD1 heterodimer agonist project, full-deck HTS | actives 0.61% (n = 340,000) | activation, % at 9.3 µM | AID 504692, 2011 | cell-based | 5-hydroxytryptamine receptor 5A (Homo sapiens), P47898; in the data active = activation mostly above about 9.5%, no sharp cut-off; inactive = mostly below about 7.6%;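 also: 0% = cells with vehicle only and 100% = reference agonist; strong numbers were not always called active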
# Target sequence (P47898 whole entry, looked up): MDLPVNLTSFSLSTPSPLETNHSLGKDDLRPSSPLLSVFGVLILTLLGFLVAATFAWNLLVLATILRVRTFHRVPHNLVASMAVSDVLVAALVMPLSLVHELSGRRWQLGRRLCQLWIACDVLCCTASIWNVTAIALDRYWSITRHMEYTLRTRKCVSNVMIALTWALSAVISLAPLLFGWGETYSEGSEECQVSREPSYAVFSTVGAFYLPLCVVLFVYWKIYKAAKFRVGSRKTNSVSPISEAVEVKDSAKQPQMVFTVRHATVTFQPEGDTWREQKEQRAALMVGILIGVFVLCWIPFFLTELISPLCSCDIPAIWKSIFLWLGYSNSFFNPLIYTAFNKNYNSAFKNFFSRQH
# PKA-R1A act: activators of PKA-R1A holoenzyme, primary screen, biochemical, fluorescence polarization, Cy5-IP20, bovine R1A, mouse PKAc | PKA-R1A dissociation; scaled: DMSO 0%, 113 µM cGMP 100% | actives 0.083% (n = 340,000) | activation, % at 11.4 µM | AID 504707, 2011 | cAMP-dependent protein kinase type I-alpha regulatory subunit (Bos taurus) + …;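 active = percent activation above the mean of all tested compounds plus 3 SD, cut at about 19% in these data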;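 also: higher means more PKAc released from R1A so a rise in polarization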
# HTR5A inv ctr: HTR5A inverse agonists in luminescence cell assay, primary screen, counter-screen for OPRM1-OPRD1 heterodimer inverse agonist project, full-deck HTS. HTR5A cell line, inverse agonism. 5-hydroxytryptamine receptor 5A (Homo sapiens), P47898. actives 0.083% (n = 340,000). inhibition, % at 9.3 µM; in the data active = inhibition mostly above about 23%, no sharp cut-off; inactive = mostly below about 18%;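 also: 0% = cells with DMSO and 100% = no-cell wells with DMSO; some compounds called inactive have numbers as strong as hits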
# DAGLB inhibitor: DAGLB lipase inhibitors, primary screen, biochemical, fluorescence, HTS; inhibition, % at 5.17 µM; AID 504411, 2011; actives 0.059% (n = 340,000); Diacylglycerol lipase-beta (Homo sapiens), Q8NCG7; HEK293T DAGLB membrane lysate, EnzChek fluorogenic substrate; in the data active = inhibition above about 34%;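 also: 0% = enzyme with vehicle and 100% = wells lacking enzyme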
# Target sequence (Q8NCG7 whole entry, looked up): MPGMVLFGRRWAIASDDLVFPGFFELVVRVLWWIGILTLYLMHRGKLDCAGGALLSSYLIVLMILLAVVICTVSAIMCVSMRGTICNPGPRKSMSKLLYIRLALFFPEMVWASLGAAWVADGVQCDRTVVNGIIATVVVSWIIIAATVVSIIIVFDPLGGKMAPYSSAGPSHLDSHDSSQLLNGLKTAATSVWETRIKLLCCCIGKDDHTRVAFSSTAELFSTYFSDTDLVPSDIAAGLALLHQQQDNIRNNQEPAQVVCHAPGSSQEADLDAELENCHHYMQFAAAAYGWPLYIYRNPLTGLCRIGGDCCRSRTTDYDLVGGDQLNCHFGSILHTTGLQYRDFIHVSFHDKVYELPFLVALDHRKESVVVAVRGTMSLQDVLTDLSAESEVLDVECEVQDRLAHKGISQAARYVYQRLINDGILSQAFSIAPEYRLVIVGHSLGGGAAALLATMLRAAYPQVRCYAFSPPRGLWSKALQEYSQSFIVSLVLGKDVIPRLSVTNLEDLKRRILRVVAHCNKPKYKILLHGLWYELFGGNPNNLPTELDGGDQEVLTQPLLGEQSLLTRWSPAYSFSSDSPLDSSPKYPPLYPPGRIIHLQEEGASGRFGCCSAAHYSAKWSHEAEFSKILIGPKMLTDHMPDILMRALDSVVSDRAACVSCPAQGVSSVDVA
# An asterisk follows results filed as active; / = no result given.
SMILES,PKA-R2B act,SUMO Mot1 rescue,CDK5 inh,phage Ecoli inh,Tat transport,E coli growth,AddAB inh,HTR5A ag,PKA-R1A act,HTR5A inv ctr,DAGLB inhibitor
COc1ccccc1-n1c(SCC(=O)NC(C)(C)C)nc(O)c(Cc2ccccc2)c1=O,-3.2,1.4,-0.2,-1.8,-5.8,-0.9,-1.7,2.8,-5.1,10.8,0.2
CCN1CCN(c2ccc(NC(=O)c3ccccc3F)cc2Cl)CC1,6.2,-7.2,0.0,-1.6,-2.7,-0.3,1.6,-3.5,-4.2,9.1,0.8
CCS(=O)(=O)NCC(c1cccnc1)N1CCN(c2ccccc2F)CC1 (stereo unspecified),2.3,-21.9,-1.9,-0.3,-3.0,-0.8,1.1,1.3,-4.0,-3.2,2.2
O=C(Cc1cccc(NC(=O)C2CCCN(C(=O)c3ccccc3)C2)c1)Nc1ccc(C(=O)N2CCOCC2)cc1 (stereo unspecified),-3.4,/,0.8,2.5,8.1,/,/,-0.8,4.0,2.8,-0.3
COc1ccc(N2CCN(C(=O)CCc3cc(OC)c(OC)c(OC)c3)CC2)cc1,-6.7,-3.8,0.2,1.9,-1.8,0.9,0.2,-1.1,0.0,4.2,0.1
COc1ccc(CCNC(=O)C2CCCN(c3nn4c(=O)cc(C)nc4s3)C2)cc1OC (stereo unspecified),3.5,/,-1.8,1.7,10.8,/,/,-3.3,2.8,12.0,-1.6
O=C(O)Cn1c(CC(=O)N2CCCC2)nc2ccccc21,-12.1,-15.6,0.4,2.5,-2.0,-1.2,1.1,4.3,2.5,-11.3,2.0
COc1ccc(/C=C/C(=O)Nc2ccccc2)cc1OC,-1.9,/,-0.1,-4.3,-11.4,-0.6,1.6,-0.3,-4.1,0.7,-0.8
O=C(NCCN1CCOCC1)c1cc(-c2ccccc2)on1,-3.4,18.1,1.9,0.8,3.3,0.1,-1.1,5.6,6.0,10.0,-1.8
COc1ccc(-c2nnc(NC(=O)Cc3ccccc3)o2)cc1,7.8,27.8,-1.5,-3.2,-6.7,-6.0,-2.4,-3.2,-8.3,2.6,-0.5
COc1cccc(N(CC(=O)Nc2ccccc2C(=O)N2CCCC2)S(C)(=O)=O)c1,-0.4,-12.0,-1.6,2.9,-2.3,2.5,1.9,-0.4,1.6,1.2,-3.0
CCSc1nc(N2CCOCC2)c2c(c1C#N)CCCC2,-10.3,-17.1,1.3,2.6,20.9,-2.2,3.1,-0.6,-3.7,-17.3,-7.2
CCN1CCN(C(=S)NC(C)c2ccccc2)CC1 (stereo unspecified),-3.9,103.8,0.0,-0.1,-1.9,0.7,1.4,-0.2,-7.7,0.9,1.0
CCOC(=O)N1CCN(C(=O)c2ccccc2NC(=O)c2ccc(F)cc2)CC1,-6.6,16.1,0.2,4.8,12.0,1.4,1.3,-2.2,-1.3,5.3,1.6
NC(=O)CN1C(=O)NC2(CCCc3sccc32)C1=O (stereo unspecified),-4.5,-12.5,-0.1,0.4,6.5,-1.4,0.6,3.1,-6.4,-8.9,-3.0
COC(=O)c1ccccc1NC(=O)COC(=O)[C@H](C)NC(N)=O,1.4,-5.2,-1.2,0.8,-5.1,-0.4,0.3,0.0,3.3,-8.5,0.7
Cc1c(C(=O)N2CCN(c3ccccn3)CC2)oc2c1C(=O)CC(C)(C)C2,-12.0,1.9,-7.1,0.9,2.5,1.4,0.3,-1.2,-10.7,5.1,0.0
CCNS(=O)(=O)c1ccc(CCC(=O)Nc2ccc3c(c2)OCO3)cc1,-1.5,-3.8,1.2,1.1,-1.9,-1.2,1.8,-0.3,0.4,-5.3,0.8
Cc1cc(-c2n[nH]c(=S)n2/N=C/c2cccc([N+](=O)[O-])c2)n[nH]1,7.2,5.0,0.5,-1.0,-3.4,-3.1,3.2,-5.4,-2.0,-7.5,-0.3
CN(C)c1ccc(CC(=O)c2nc3ccccc3s2)cc1,6.2,-7.0,1.1,2.7,0.7,2.1,-0.9,-2.6,1.8,7.4,1.6
Cc1onc(-c2c(Cl)cccc2Cl)c1C(=O)N1CCN(c2ccc(F)cc2)CC1,3.6,143.3,-1.0,3.0,-0.7,-5.5,-2.0,2.5,-8.4,-7.3,-1.4
Clc1ccc2scc(CN3CCCCC3)c2c1,-0.1,-13.8,4.5,3.9,1.0,-0.3,2.1,-0.4,-8.1,-0.4,-3.0
Cc1ccc(C)c(NC(=O)C2CC3c4ccccc4C2c2ccccc23)c1 (stereo unspecified),4.9,39.7,-0.9,0.8,-5.5,1.0,2.9,4.1,4.9,-12.2,-3.3
Nc1ccc2c(c1)C(O)c1cccc(C(=O)O)c1-2 (stereo unspecified),-9.3,/,-6.0,0.8,1.1,/,/,0.0,-10.9,0.0,-1.4
O=C(Nc1ccc(Oc2ccccc2)cc1)c1ccc(Cn2c(=O)[nH]c3ccsc3c2=O)cc1,10.9,-23.9,-0.3,-0.5,-16.1,-2.0,-2.0,8.2,0.0,-25.1,0.2
# More results follow:
SMILES,PKA-R2B act,SUMO Mot1 rescue,CDK5 inh,phage Ecoli inh,Tat transport,E coli growth,AddAB inh,HTR5A ag,PKA-R1A act,HTR5A inv ctr,DAGLB inhibitor
COc1cc2c(=O)n(CCC(=O)NCC3CCCO3)c(=O)n(CC(=O)Nc3ccccc3C)c2cc1OC (stereo unspecified),-4.9,444.2*,-0.3,2.0,-10.1,1.9,0.7,-0.6,1.9,1.5,1.4
CCc1ccc(C(=O)NNc2ccc(F)cc2)cc1,-7.9,319.4*,-0.4,1.2,4.0,1.1,1.1,0.7,1.0,-6.1,-2.8
CCc1ccc(-c2cc(C(=O)NCc3ccco3)c3ccccc3n2)s1,1.2,6.7,0.3,0.6,1.5,-0.5,1.7,-3.6,0.1,21.9,1.1
N#Cc1c(-c2cccc([N+](=O)[O-])c2)nc2n(c1=O)CCS2,-8.0,-1.7,-2.9,2.2,-3.8,1.3,-0.7,-0.5,0.2,2.0,0.1
Cc1ccc(/C=C2\Sc3ccccc3C2=O)s1,14.4,109.0,2.8,2.2,-5.2,0.0,-2.2,1.1,1.6,2.7,-6.4
Cc1cc(C)c(C(=O)O)c(CC(C)(C)C(=O)O)c1,4.0,53.3,1.2,1.8,-6.6,2.2,0.2,5.9,7.8,-5.4,-4.9
CCOc1c(OC)ccc2c3c(c(=O)oc12)CCCC3,1.7,-7.7,-0.7,1.1,-1.4,2.2,2.3,1.8,0.4,13.4,-1.0
COCCn1c(SCC(=O)Nc2ccc(F)cc2)nc2c([nH]c3ccccc32)c1=O,-11.3,-2.6,-0.4,0.4,2.5,-1.0,1.9,1.1,-10.7,-4.1,7.9
CC(=O)N/N=C(\C)CC(=O)Nc1cccc(C(F)(F)F)c1,1.3,-1.0,1.8,1.7,7.4,0.0,3.2,0.8,-9.0,-2.2,0.9
Cc1c(-c2cccc(Cl)c2)nc2ccccc2c1C(=O)NC1CC1,-2.7,-4.5,-0.3,3.0,-1.0,/,/,3.7,2.7,2.5,-1.4
C/C=C(\C)CN1CCN(c2ccc(C)cc2)CC1,-5.2,-5.7,-0.3,1.5,-0.8,2.7,4.7,-2.5,-12.6,-4.4,-7.0
COc1ccc(C(=O)NCC2CCCO2)cc1S(=O)(=O)N1CCCc2ccccc21 (stereo unspecified),-3.5,-4.8,1.1,1.8,-5.5,-1.9,-1.7,-5.4,-1.1,13.8,1.0
CC(=O)Nc1ccc(NC(=O)CC(NC(=O)c2ccccc2)c2ccccc2)cc1 (stereo unspecified),-10.1,0.4,-0.5,3.6,-6.1,-0.2,-0.4,3.8,-7.7,-14.2,-1.6
COc1cc(S(=O)(=O)N2CCN(C(=O)C3CC3)CC2)ccc1NC(C)=O,2.6,2.6,-0.2,8.5,-3.1,-1.1,-0.2,4.1,10.5,-2.5,-0.8
CCS(=O)(=O)c1ncc(Cl)c(C(=O)Nc2ccc(C)cc2)n1,-4.8,16.0,1.4,1.5,-5.8,-1.9,2.1,-1.0,-13.6,3.6,-5.9
O=C(COC(=O)/C=C/c1ccccc1[N+](=O)[O-])NC1CC1,2.1,-9.1,-3.0,-2.5,-1.5,-2.1,0.6,-0.2,7.9,12.4,1.6
CN(C)S(=O)(=O)c1cccc(NC(=O)COC(=O)CCC(=O)c2cccs2)c1,2.8,-2.5,1.1,0.9,-3.0,-1.8,0.1,0.7,-1.8,-1.8,-1.7
Cc1nonc1OCCNc1ccc([N+](=O)[O-])cc1[N+](=O)[O-],0.6,9.9,0.6,4.6,-4.5,-0.7,1.1,-2.5,-2.5,7.8,-1.4
CCOC(=O)C(CCSC)Nc1nc(Cl)nc(Nc2ccc(Cl)cc2)n1 (stereo unspecified),-4.8,-10.6,-1.3,2.9,-13.1,-1.4,-0.2,-0.5,-8.0,-31.8,0.3
Cc1cc(C)c2nc(N3CCC(C(=O)NCc4cccnc4)CC3)sc2c1,-2.2,-7.0,0.6,3.1,2.2,0.7,0.6,5.9,-23.9,13.3,1.0
Cc1cc(N2CCCCC2)nc(SCC(=O)c2ccccc2)n1,-4.0,56.3,-0.3,2.9,-1.3,0.4,2.3,6.3,-7.1,-13.2,-9.0
Cc1ccc(S(=O)(=O)N(CC(=O)N/N=C/c2ccccc2C(=O)O)c2cc(Cl)cc(Cl)c2)cc1,1.8,31.0,0.1,-1.0,-4.4,-1.4,2.0,-3.5,-0.3,9.6,15.7
COc1cccc(CN(C)CC(=O)Nc2cccc3ccccc23)c1,-11.5,-20.3,1.2,3.0,9.3,-1.4,0.0,1.8,2.8,-4.6,-4.0
C=CC[C@@H](Cc1ccc(F)cc1)C(=O)OC[C@H]1CCCN1C(=O)[C@@H](CC=C)CC(=O)N(CCO)Cc1ccccc1,-7.0,/,-1.3,1.2,30.7,-2.9,0.2,5.0,3.2,-18.5,-1.9

# 4 compounds from above, showing only CDK5 inh and AddAB inh:
SMILES	CDK5 inh	AddAB inh
CCOc1c(OC)ccc2c3c(c(=O)oc12)CCCC3	-0.7	2.3
COCCn1c(SCC(=O)Nc2ccc(F)cc2)nc2c([nH]c3ccccc32)c1=O	-0.4	1.9
CC(=O)N/N=C(\C)CC(=O)Nc1cccc(C(F)(F)F)c1	1.8	3.2
Cc1c(-c2cccc(Cl)c2)nc2ccccc2c1C(=O)NC1CC1	-0.3	/

# Bioassay records as filed in PubChem BioAssay.
